Source: PubChem (several laboratories)
HIV fusion peptide: cell-free HIV fusion peptide-binding blockers – biochemical, uHTS, fluorescence dequenching, primary screen (AID 1986); cell-free peptide binding, fluorescence dequenching, 30 min; higher % means a stronger effect; one-dose inhibition, % at 20 µM; IC50 in µM for titrated hits; 0.3% of 290,000 active; in the data active means inhibition mostly above about 52%, no sharp cut-off; inactive means mostly below about 76%; further: some results filed as inactive read as strong as hits
Ins promoter up: MIN6 insulin promoter up-regulation | 0.3% of 190,000 active | MIN6 insulin promoter-GFP reporter, high-content imaging; hits give high values | z-score at 5 µM;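 active means z-score above 3 at 5 µM with at least 500 cells counted in the well; inconclusive means wells under 500 cells, flagged as cytotoxic or low count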
Autophagy mod: modulators of autophagy; 0.98% of 190,000 active; MEF GFP-LC3 puncta imaging; test concentration mostly 10 µM; calls only at 10 µM (by protocol);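 active means percentage of spot-positive cells more than 3 SD above its plate mean, without a fluorescence outlier flag or 80% toxicity; inconclusive means no clear call, values can overlap the other calls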;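 further: spot-positive cell cutoff set from DMSO-treated cells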
b-catenin transl: beta-catenin nuclear translocation modulation. HeLa beta-catenin nuclear translocation, immunofluorescence imaging. nuclear translocation activity, % at 5 µM. 0.3% of 190,000 active. AID 1665;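 active means nuclear translocation activity above 50% at 5 µM, with a well cell count of 50 or more; inconclusive means wells under 50 cells across six images, flagged as toxic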;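 further: per-cell ratio of nuclear to cytoplasmic median beta-catenin stain intensity; plate controls were DMSO negative control for no effect and GSK-3 inhibitor IX positive control for full effect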
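System: HeLa cells, endogenous beta-catenin; compound dosing: 5 µM primary single dose, 0.1% DMSO, 0.02–20 µM confirmation series; incubation: 24 h compound exposure at 37°C, 5% CO2; signal: beta-catenin immunofluorescence imaging with DAPI; evaluation: % activation, nuclear-to-cytoplasmic median beta-catenin signal ratio per cell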
AID2073: disruptors of CaV2.2 binding to Mint1 – biochemical, HTRF (AID 2073). HTRF protein-protein interaction, Mint1-CaV2.2; higher % means a stronger effect. 0.19% of 290,000 active. inhibition, % at 20 µM; hits with a dose series show IC50 in µM; in the data active means inhibition mostly above about 51%, no sharp cut-off; inconclusive means no clear call, values can overlap the other calls; inactive means mostly below about 53%; further: some results filed as inactive read as strong as hits
MT stabilizer: stabilizes microtubules in HeLa cells. HeLa tubulin immunostaining HCS, 24 h; share of cells brighter than vehicle mean+2SD. % tubulin-high responders, % at 10 µM. 0.83% of 200,000 active;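 active means plate Z-score above 3 for both tubulin-high and condensed-nucleus cell shares, with cell loss under 80%, at 10 µM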;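 further: anti alpha tubulin signal scored within the nucleus-defined area of each cell; some results filed as inactive read as strong as hits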
Dynein cargo inh: blocks dynein driven cargo transport along microtubules; 3617.4 mouse cells, GR-EGFP nuclear translocation imaging; test concentration mostly 20 µM; stimulated with dexamethasone, 1 µM; hits give low values; z-score, hits read low; 0.47% of 220,000 active; AID 1381;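 active means plate z-score of nuclear minus cytoplasmic receptor signal below a set negative limit, without overly bright fluorescence or cell loss, cut at about -3.5 in these data, passing the limit was not always enough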;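 further: z-score of nuclear minus cytoplasmic ring GR-EGFP intensity difference per well; some compounds called inactive have numbers as strong as hits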
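Buffer or medium: Induction medium lacking tetracycline, stripped serum | Also added: Dexamethasone agonist, 1.0 µM final, for 30 min | Timing: 48 h induction, 1 h compound, 30 min dex at 37 °C | Detection: Formaldehyde fixation, Hoechst nuclear stain, 10x automated fluorescence imaging | Measure: Nuclear versus cytoplasmic GR-EGFP signal, averaged per well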
Yfh1-off respiration: enhancers of respiration in Yfh1-depleted yeast, dose response, Friedreich's ataxia, plus single-dose screen (AID 1465); 0.074% of 220,000 active; fold induction at 50 µM; hits with a dose series show EC50 in µM; S. cerevisiae Yfh1-off respiration, WST-1 reduction, 72 h; higher fold induction means a stronger effect;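 active means fold induction of absorbance versus untreated yeast above a set limit, then at least 30% activation at any dose in follow-up; inconclusive means repeats straddling the limit, or above it without dose testing; inactive means fold induction below the set limit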;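 further: activators that raise dye reduction in frataxin-depleted yeast; strong numbers were not always called active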
WT yeast gro inh: growth inhibition of WT yeast, mitochondrial fusion screen | mitochondrial fusion phenotypic screen, WT strain | inhibition, % at 10 µM | 2.1% of 190,000 active | AID 1362; in the data active means inhibition above about 58%; tested in S. cerevisiae
WT yeast gro inh mutant strain: second read-out of WT yeast gro inh, no call of its own (marks repeat the call); inhibition, %; mitochondrial fusion phenotypic screen, mutant strain inhibition
Dynein cargo inh cytoplasmic EGFP: also measured in Dynein cargo inh; calls as there; z-score; measured here: cytoplasmic GR-EGFP intensity; hits give high values
Dynein cargo inh nuclear GR-EGFP: further read-out of Dynein cargo inh, marked with its call; z-score; measured here: nuclear GR-EGFP intensity;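 lower value marks the stronger effect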
Dynein cargo inh cell count: also measured in Dynein cargo inh; calls as there; z-score; measured here: cell count per field
Ins promoter up cell count: also measured in Ins promoter up; calls as there; cell count; measured here: cytotoxicity, nuclei count;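 total cells summed across four imaged fields per well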
b-catenin transl cell count 5 µM: further read-out of b-catenin transl, marked with its call; cell count; measured here: cell count, cytotoxicity flag
MT stabilizer Hoechst-high %: further read-out of MT stabilizer, marked with its call; % Hoechst-high responders; measured here: nuclear condensation Hoechst responders;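 share of cells brighter than vehicle mean plus two SD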
MT stabilizer cytotoxicity %: second read-out of MT stabilizer, no call of its own (marks repeat the call); toxicity, %; measured here: cytotoxicity by cell density;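 0% = mean cell density of plate MIN control wells and 100% = no cells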
Autophagy mod cell loss 18 h: also measured in Autophagy mod; calls as there; toxicity, %; measured here: cell loss, nuclei count;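 cell loss after 18 h compound exposure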
Starred values were filed as active, the others as inactive; i = inactive; ? = inconclusive; nt = no result given.

SMILES	HIV fusion peptide	Ins promoter up	Ins promoter up cell count	Autophagy mod	Autophagy mod cell loss 18 h	b-catenin transl	b-catenin transl cell count 5 µM	AID2073	MT stabilizer	MT stabilizer Hoechst-high %	MT stabilizer cytotoxicity %	Dynein cargo inh	Dynein cargo inh cytoplasmic EGFP	Dynein cargo inh nuclear GR-EGFP	Dynein cargo inh cell count	Yfh1-off respiration	WT yeast gro inh	WT yeast gro inh mutant strain
Cc1ccc(C(=O)N(CC(=O)NC2CCCCC2)c2ccccc2F)s1	-0.8%	-0.26	1470	i	-11	-1.3	1058	-11%	1.2	0.9	6.5	-0.82	-0.32	-0.028	0.49	i	-8	-12
COc1ccc2nc(NNC(=O)c3cc(=O)c4ccccc4o3)sc2c1	12%	-0.18	1350	i	12	0.6	1032	67%	2.4	1.4	7.4	-0.37	0.59	0.22	0.11	nt	1	1
CCOC(=O)N/N=C/c1ccccc1OCc1ccc(Cl)cc1	-1.9%	0.09	1155	i	0	nt	nt	-1%	4.3	2.8	6.3	-0.18	-0.3	-0.47	0.6	i	1	-7
Cc1ccc(SC(C)C(=O)NCc2ccncc2)cc1 (stereo not drawn)	-0.3%	0.22	1217	i	9	0.4	1055	8%	2.3	2.7	6.9	1.2	-0.32	0.45	-0.18	i	-10	-12
COc1cccc(CNC(=O)CCCNS(=O)(=O)c2cccs2)c1	0.0%	-0.1	1604	i	-14	0.5	1305	-5%	1.6	1.9	8.3	-0.6	-0.23	-0.24	1.4	i	20	16
O=C(Nc1ccc(Cl)cn1)c1ccc2c(c1)OCCO2	0.7%	0.19	1461	i	8	0.0	1480	4%	1.4	1.6	3.2	0.35	-0.2	0.22	0.81	i	27	29
COc1ccc(NC(=O)COc2nsnc2N2CCOCC2)cc1	-1.5%	0.49	1518	i	9	1.7	868	-5%	3.6	2.4	6.3	-0.21	-0.096	0.23	0.94	i	-16	-6
Fc1cccc(C[n+]2csc3ccccc32)c1	0.3%	nt	nt	i	-3	nt	nt	-20%	1.7	1.6	0.7	1	-0.0049	0.36	-2	i	22	12
CC(C)Cc1cc(C(=O)N2N=C(C(F)F)CC2(O)C(F)F)c2ccccc2n1 (stereo not drawn)	-0.7%	-0.32	927	i	2	-3.0	1150	13%	3.7	1.7	8.7	0.015	-0.21	-0.35	-1.2	i	9	5
CCOC(=O)C1CCN(C(=O)Cc2c(C(=O)O)[nH]c3ccccc23)CC1	0.4%	0.92	1432	i	14	-0.8	1390	6%	7.6	2.0	9.6	0.045	-0.02	0.71	-0.27	i	7	-12
O=C(NCCCCc1ccccc1)c1ccc(Br)o1	-2.2%	nt	nt	i	6	-0.5	1036	14%	4.0	2.1	9.2	-0.79	-0.071	-0.31	0.14	i	9	-4
CCNC(=S)Nc1cc(OCC)c(N2CCOCC2)cc1OCC	1.1%	0.08	1295	i	1	nt	nt	-16%	3.6	4.2	4.7	-0.19	-0.19	-0.42	-0.53	i	-10	10
CCOC(=O)C1=NN(c2ccccc2)C2=NC(C)=C(C(=O)OC)C(c3cccs3)N12 (stereo not drawn)	nt	nt	nt	i	-12	nt	nt	nt	2.2	1.5	1.9	-0.089	-0.16	0.28	-0.66	i	nt	nt
CCN(CC)CCNc1ccnc2cc(Cl)ccc12	1.9%	-0.49	1802	i	-4	0.1	1005	-2%	2.6	1.4	5.1	0.25	-0.23	0.3	1.2	i	-8	-45
Cc1oc2ccc(O)c(CN(C)C)c2c1C(=O)c1ccccc1	-1.7%	-1.7	1660	i	13	0.7	1424	-11%	0.9	0.9	7.5	0.0043	-0.25	-0.2	0.017	i	8	3
CCCC(=O)Nc1ccc(Cl)c(NC(=S)NC(=O)c2ccco2)c1	-1.6%	-0.43	1517	i	-1	-1.3	1100	-7%	1.8	2.7	12	1.1	-0.21	0.52	-0.89	i	5	-1
CCOc1ccc(NCc2nnc(SCC(=O)Nc3cc(C)on3)n2-c2ccc(OC)cc2)cc1	-1.2%	-0.1	1298	i	12	-1.8	1143	-11%	2.2	1.1	7.2	0.98	-0.046	1.2	-1.8	i	nt	nt
CC1=Nn2c(nnc2-c2ccco2)SC1	-2.7%	1.3	959	i	-58	-1.0	611	-29%	1.8	2.4	18	0.0071	-0.27	0.31	0.38	i	9	-20
O=C(Cn1cnc(Cl)c1Cl)c1ccc(F)cc1	-1.7%	0.57	819	i	-3	1.6	1049	30%	2.7	4.1	7.2	0.48	-0.34	0.43	-0.0093	i	6	4
CCOc1ccc(NS(=O)(=O)c2ccc3c(c2)N(C(C)=O)CC3)cc1	-1.1%	1.7	1477	i	-3	-1.4	923	-11%	2.0	3.1	4.7	-0.44	-0.3	-0.091	0.86	i	-2	0
CC(=O)N/C(=C/c1ccc([N+](=O)[O-])cc1)C(=O)O	0.0%	0.04	1339	i	-34	0.6	1098	7%	2.9	2.4	5.4	-0.6	-0.29	-0.22	0.58	i	-23	-15
CC(C)(C)C1CCc2c(sc(NC(=O)c3cccs3)c2C(N)=O)C1 (stereo not drawn)	-0.5%	nt	nt	i	4	-4.3	595	9%	3.5	2.1	3.5	1.8	0.99	0.99	-1	i	-5	0
CCC(=O)N1CC2(c3ccccc3)CN(C(=O)CC)CC(c3ccccc3)(C1)C2=O	-0.9%	-0.9	1562	i	10	-0.2	1046	11%	1.1	1.0	2.9	2.2	-0.055	2.2	-1.8	i	13	10
Cc1ncc(CO)c2c1OC(C)(C)OC2	51%	nt	nt	nt	nt	0.2	1154	0%	nt	nt	nt	nt	nt	nt	nt	i	-4	3
O=C(COc1ccc2c(C(F)(F)F)cc(=O)oc2c1)NCc1cccs1	-1.9%	0.01	1141	i	2	nt	nt	24%	0.9	2.5	4.8	-0.84	-0.33	-0.82	1.3	i	-2	-12
Nc1[nH]n2c(=O)cc(-c3ccccc3)nc2c1N=Nc1ccccc1	2.9%	-0.17	1527	i	2	2.8	1163	-12%	0.8	1.2	4.1	2	-0.2	1.7	-1.7	i	20	13
CCC(=O)N(CCc1ccc(OC)c(OC)c1)Cc1cc2ccc(C)cc2n2nnnc12	1.2%	-0.83	1382	i	5	-0.3	1562	?	3.1	2.4	9.0	-1.6	-0.3	-0.73	1.5	i	-5	5
CCn1c(SC)nnc1C1CCN(S(=O)(=O)c2ccc(OC)cc2)CC1	-2.3%	nt	nt	i	-19	nt	nt	0%	3.0	1.9	5.1	-0.14	-0.11	-0.22	-1.2	i	-10	-9
CC(=O)c1ccc(N2CCN(C(=O)CCCn3c(=S)[nH]c4cc5c(cc4c3=O)OCO5)CC2)cc1	3.7%	-1.3	806	i	12	-2.9	1009	10%	6.6	3.7	3.4	0.2	-0.15	0.68	-0.88	i	17	21
CC(NC(=S)Nc1ccccc1)C(c1cccs1)N1CCOCC1 (stereo not drawn)	-0.1%	-0.42	1044	nt	nt	0.0	1303	-1%	nt	nt	nt	1.3	-0.27	1.2	-0.5	i	nt	nt
CCN(c1ccccc1)S(=O)(=O)c1ccc(N)c(OC)c1	-0.5%	nt	nt	i	41	111*	537*	11%	22*	6.8*	66*	-1	-0.075	-0.38	0.00066	nt	-1	-12
COc1ccc(N2C(=O)CC(Sc3nc(C)c4c(n3)CCCC4)C2=O)cc1 (stereo not drawn)	-0.2%	-1.1	1235	i	6	-4.0	1164	-4%	19	8.2	17	-0.79	-0.24	-0.4	2.4	i	5	-12
COc1cc(S(=O)(=O)N(C)C2CCCCC2)c(C)cc1C	0.9%	-0.24	1329	i	17	-0.4	1347	3%	6.3	2.7	27	0.76	-0.31	0.64	-0.049	i	59*	28*
COc1cc(C(=O)N2CCN(C(=O)C(Cc3cc(C)ccc3C)NC(C)=O)CC2)cc(OC)c1OC (stereo not drawn)	2.5%	nt	nt	i	12	-0.5	1118	1%	3.3	2.5	15	2	-0.21	1.1	0.14	i	2	5
O=C(Cn1nc(-c2cccc(Cl)c2)ccc1=O)Nc1ccc(C(=O)NC2CC2)cc1	2.0%	-0.86	1338	i	-7	1.7	988	20%	2.1	1.3	5.1	-1.2	-0.35	-0.41	0.46	i	-20	-28
Cc1ccc(N(CC(=O)NC(C)(C)C)C(=O)CNC(=O)c2cccs2)cc1	-0.5%	0.07	1484	i	-4	-0.6	1416	0%	3.0	2.4	4.1	1.3	-0.38	-0.14	0.92	i	-6	-2
OCCNC(=S)NCc1ccccc1	-0.5%	0.41	957	nt	nt	-1.2	1364	?	nt	nt	nt	-0.49	-0.22	-0.18	0.53	i	nt	nt
Cc1cc(C(=O)NCCCOC(C)C)c2ccccc2n1	2.5%	-0.47	1487	i	26	0.3	1338	7%	2.7	1.5	5.0	0.62	0.66	1.5	-0.45	i	-5	-2

Quoted at random: two records from the list.
SMILES	HIV fusion peptide	Ins promoter up	Ins promoter up cell count	Autophagy mod	Autophagy mod cell loss 18 h	b-catenin transl	b-catenin transl cell count 5 µM	AID2073	MT stabilizer	MT stabilizer Hoechst-high %	MT stabilizer cytotoxicity %	Dynein cargo inh	Dynein cargo inh cytoplasmic EGFP	Dynein cargo inh nuclear GR-EGFP	Dynein cargo inh cell count	Yfh1-off respiration	WT yeast gro inh	WT yeast gro inh mutant strain
CCn1c(SC)nnc1C1CCN(S(=O)(=O)c2ccc(OC)cc2)CC1	-2.3%	nt	nt	i	-19	nt	nt	0%	3.0	1.9	5.1	-0.14	-0.11	-0.22	-1.2	i	-10	-9
CCN(c1ccccc1)S(=O)(=O)c1ccc(N)c(OC)c1	-0.5%	nt	nt	i	41	111*	537*	11%	22*	6.8*	66*	-1	-0.075	-0.38	0.00066	nt	-1	-12
